# GBA activity up = enhancers of human beta-glucosidase activity in Gaucher fibroblasts; P04062; 30,000 compounds, 0.44% hits; L444P Gaucher fibroblasts, 4-MU-glucoside fluorescence, 3 days; AID 784; activation, % at 10 µM; in the data active = activation above about 65%;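 note: 0% = vehicle wells and 100% = positive control wells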
# Target sequence (P04062 whole entry L483P): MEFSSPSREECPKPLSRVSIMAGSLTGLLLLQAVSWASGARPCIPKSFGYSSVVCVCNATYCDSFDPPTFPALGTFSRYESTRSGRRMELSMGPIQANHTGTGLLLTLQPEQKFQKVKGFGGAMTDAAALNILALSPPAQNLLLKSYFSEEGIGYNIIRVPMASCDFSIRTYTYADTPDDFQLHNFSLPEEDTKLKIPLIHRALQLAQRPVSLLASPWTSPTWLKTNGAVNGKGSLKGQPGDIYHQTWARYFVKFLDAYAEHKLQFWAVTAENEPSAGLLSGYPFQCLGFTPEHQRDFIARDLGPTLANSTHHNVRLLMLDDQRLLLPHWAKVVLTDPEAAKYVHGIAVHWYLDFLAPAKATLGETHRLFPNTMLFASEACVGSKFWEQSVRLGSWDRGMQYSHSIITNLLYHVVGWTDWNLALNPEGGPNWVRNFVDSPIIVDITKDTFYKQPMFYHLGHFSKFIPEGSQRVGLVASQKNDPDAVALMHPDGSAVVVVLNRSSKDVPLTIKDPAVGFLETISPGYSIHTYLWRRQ
# * hit, by the source's call. Not all compounds are listed; rates above refer to the full screens.
SMILES,GBA activity up
Cc1cc2oc(=O)cc(COC(=O)Cn3cnnn3)c2cc1C(C)C,-10.1
O=C1NCN(c2ccccc2)C12CCN(c1nnnn1-c1ccccc1)CC2,-6.8
Cc1ccccc1OCC(=O)N(Cc1nc(-c2ccccc2)no1)C(C)C,-27.1
CN1C(=O)OC2(C)CCc3ccccc3C12C (stereo unspecified),-0.9
O=c1[nH]c(CSc2nnc(COc3ccccc3)n2-c2ccccc2)nc2ccccc12,-3.2
COc1cc(NC(=O)c2noc3c2CCC3)c(OC)cc1Cl,-40.8
Cc1c(C(=O)NCC2COc3ccccc3O2)oc2ccc(S(=O)(=O)N3CCOCC3)cc12 (stereo unspecified),-46.1
CCCc1cc(C(=O)OC)c(NC(=O)OCC)s1,-3.8
Nc1ccc2c(c1)-c1ccccc1S(=O)(=O)N2,-1.2
O=C(Nc1cccnc1)c1c(F)c(F)c(F)c(F)c1F,-18.9
COc1cc(C2C(C#N)=C(N)Oc3cc(N(C)C)ccc32)cc2c1OCO2 (stereo unspecified),-14.6
COc1ccc(CN(Cc2ccccn2)S(=O)(=O)c2ccc(-n3cnnn3)cc2)cc1,-11.8
COCCNS(=O)(=O)c1cc(OC)c(Cl)cc1Cl,4.4
CCOC(=O)C1=C(C)NC(C)=C(C(=O)OCC)C1c1ccccn1,0.9
O=C(NC12CC3CC(CC(C3)C1)C2)c1ccc(S(=O)(=O)N2CCOCC2)cc1,-2.2
O=C1SC(c2ccccc2)=N/C1=C/c1ccco1,-12.4
CC#CCCCC(=O)Nc1cc(OC)nc(OC)n1,-18.0
Cc1ccc(C)c(N2CCN(C(=O)C3CCN(c4nnc(N5CCCC5=O)s4)CC3)CC2)c1,-42.0
COc1ccc(NC(=O)Cn2cccc2)cc1Cl,0.8
COC(=O)C(C(=O)N1CCN(C)CC1)C1CCCCCC1 (stereo unspecified),-19.2
CCOC(=O)c1c(N)sn(-c2ccccc2C)c1=S,24.3
O=S(=O)(c1cccs1)N1CCN(c2ccccn2)CC1,-24.8
Cc1cc(N2CCOCC2)nc2ccc(NC(=O)CCC(=O)N3CCC(C)CC3)cc12,7.9
Cc1ccc(S(=O)(=O)NC(C)(C)CSc2nnc(N)s2)cc1,-43.5
OCCc1ccc(-c2ccc(Cl)cc2)o1,-6.8
# (listing goes on)
SMILES,GBA activity up
COc1ccc(Cl)cc1C(=O)Nn1c(C)nc2ccccc2c1=O,4.2
Cc1onc(-c2ccccc2Cl)c1C(=O)NCCCN1CCOCC1,-2.3
COc1cccc(C(C(=O)NC(C)(C)C)N(C(=O)CCC(=O)Nc2cc(C)on2)C(C)C)c1OC (stereo unspecified),-7.3
O=C(O)CCCC(=O)NCCCc1ccccc1,14.9
COc1cc(NS(=O)(=O)c2cc(C)ccc2OC)c(OC)cc1Cl,-8.6
Cc1cc2oc(C(=O)Nc3c(C)n(C)n(-c4ccccc4)c3=O)c(C)c2cc1C,-11.9
Cc1occc1C(=O)Nc1ccc(S(=O)(=O)N2CCN(C)CC2)cc1,-0.5
CC(C)CC1(C)NC(=O)NC1=O (stereo unspecified),2.5
COc1ccc(-c2ccc(OC)cc2C(=O)O)cc1,-17.3
C=CCn1cnc2c(c1=O)c1nc3ccccc3nc1n2-c1ccccc1,-4.5
O=C(Nc1ccccc1)c1ccccc1OCC(O)CN1C(=O)c2ccccc2S1(=O)=O (stereo unspecified),-13.2
Cc1ccc(S(=O)(=O)N2CCOCC2)cc1C(=O)NCc1ccc(F)cc1,-33.4
O=C(O)C(Cc1ccccc1)n1cnnn1 (stereo unspecified),8.6
CCCc1nc2ccccc2c(C(=O)OCc2nnc(-c3cc(OC)c(OC)c(OC)c3)o2)c1CC,-8.2
Cc1ccc(OCC(=O)n2cnnc2N)c(C)c1,0.0
O=C(CSc1ncn[nH]1)c1ccc2c(c1)OCCO2,-3.4
CC(O)c1cccc(NC2=CC(=O)CC(C)(C)C2)c1 (stereo unspecified),4.7
CCc1nnc(NC(=O)CSc2nnc(Cc3ccccc3)n2Cc2ccccc2)s1,1.5
COc1ccc(-c2nc3ccccc3c(=O)n2CCCN2CCOCC2)cc1,-21.4
COc1cc(NC(=O)c2ccco2)c(OC)cc1NC(=O)CCC(=O)Nc1cc(C)ccc1C,22.2
O=C(CN1C(=O)C2C3C=CC(C3)C2C1=O)N1CC(=O)N(CCc2ccccc2)C(=O)C1 (stereo unspecified),9.6
COc1ccc(OC)c(NC(=O)CSc2nnc(CNc3ccc(F)cc3)o2)c1,9.7
Cc1ccc(Cn2ccc(NC(=O)c3cc(-c4cccc(Cl)c4)on3)n2)cc1,-45.8
Cc1cc(NC(=O)CSc2nc(C(C)C)nc3c2c(=O)n(C)c(=O)n3C)no1,-2.0
Cc1ccccc1C(=O)Nc1ccc(S(=O)(=O)N2CCN(C)CC2)cc1,-13.9
# The list continues.
SMILES,GBA activity up
Oc1ccc(-c2nnc(-c3ccc(O)cc3)nn2)cc1,-2.9
CCc1c(C(=O)Nc2ncn(Cc3cccc(C)c3)n2)csc1C,-6.8
CCC(c1nnnn1Cc1ccc2c(c1)OCO2)N1CCN(c2ccccc2)CC1 (stereo unspecified),-16.8
CC(C)CC(=O)Nc1ccccc1N1CCOCC1,3.6
COc1ccc(S(=O)(=O)N2CCCN(CC(=O)Nc3ccc(OC)c(Cl)c3)CC2)cc1,-5.9
O=C(CSc1ncccn1)c1ccccc1Br,-15.1
CCOC(=O)C1=C(C)NC(=O)CC1c1cc2c(cc1Br)OCO2 (stereo unspecified),-30.9
Cn1c(SCC(=O)c2ccc(F)cc2)nc2cccnc21,-15.7
CCN1CCN(C(=O)CN(Cc2ccccc2)S(C)(=O)=O)CC1,-2.4
COc1cccc(NC(=O)CSc2nnc(-c3cccs3)n2C)c1,-11.5
O=C(Cc1coc(-c2ccc(F)cc2)n1)NC1CCCCC1,-11.7
O=S1(=O)CC(NCc2ccccc2)C(Nc2ccccc2)C1 (stereo unspecified),2.2
COC(=O)CCN(C(C)=O)c1ccc(N)cc1,-11.7
Cc1cccc(NC(=O)CSc2nnc(-c3ccccc3)n2N)c1,20.8
CSc1ncc(C(=O)O)n1-c1ccc(F)cc1,-17.1
Cc1cccc(N2C(=O)CC(N(O)c3ccccc3)C2=O)c1 (stereo unspecified),18.2
COc1ccc(C2=NOC(C(=O)NC3CCCCC3)C2)cc1OC (stereo unspecified),-0.8
Brc1ccc(-c2nc3ccccc3s2)s1,-5.4
COc1ccc2[nH]c(=O)c(CN(Cc3ccco3)Cc3nnnn3Cc3ccccc3)cc2c1,-39.7
Cc1cccc(N2CCN(C(=O)C3CCCN(S(=O)(=O)c4cnc[nH]4)C3)CC2C)c1 (stereo unspecified),-56.0
O=S1(=O)c2cccc3cccc(c23)N1Cc1ccc(-c2nnco2)cc1,-7.9
CCN(C(=O)COC(=O)C(Cc1ccccc1)N1C(=O)c2ccccc2C1=O)C1CCS(=O)(=O)C1 (stereo unspecified),-6.1
Cc1ccc(CNC(=O)CCCn2c(=O)c3ccccc3n(CC(=O)NCc3ccco3)c2=O)cc1,-41.1
O=C(CCCN1C(=O)CCC1=O)Nc1ccc2c(c1)OCO2,1.9
CC1Cc2ccccc2N1C(=O)Cn1nc(C(=O)O)c2ccccc2c1=O (stereo unspecified),-5.1
# Next compounds follow:
SMILES,GBA activity up
CC(C)NCC(O)Cn1c2c(c3ccccc31)CCc1c-2cnn1-c1ccccc1 (stereo unspecified),-137.3
Cc1cc(NC(=O)c2cc(-c3ccco3)on2)nn1Cc1ccc(Cl)cc1,-10.6
O=C1NC(c2ccc3c(c2)OCO3)Nc2ccccc21 (stereo unspecified),-31.3
CCN(Cc1cc2cc(C)ccc2[nH]c1=O)S(=O)(=O)c1ccccc1,-14.2
N#Cc1c(/N=C/c2cccs2)sc2c1CCC2,-41.9
C=CCNS(=O)(=O)c1ccc(OCC(=O)OCC)cc1,3.3
CCOC(=O)c1c(C)n(CCO)c2ccc(O)cc12,3.7
CC1(C(=O)NC2CCCCCC2)CCC(=O)N1Cc1ccc2c(c1)OCO2 (stereo unspecified),-7.7
Cc1noc(C)c1C(=O)Nc1nc(C23CC4CC(CC(C4)C2)C3)cs1,2.7
CCC(=O)Nc1cc(C)c(NC(=O)CCc2ccccc2)cn1,-25.6
Cn1c(CCN2CCCCC2)nc2cc(NC(=O)NC3CCCCC3)ccc21,-0.7
N=c1c(C(=O)NCc2ccccc2)cc2c(=O)n3ccccc3nc2n1CCCN1CCOCC1,3.9
C=CCn1cc(Cl)c(=O)n(CC=C)c1=O,-11.7
N#Cc1nc(-c2ccco2)oc1NCc1ccco1,-17.8
O=C1CCCC2=C1C(c1ccsc1)CC(=O)N2c1ccccc1 (stereo unspecified),-3.2
CCCn1c(=NC(C)=O)c(C(=O)OCC)cc2c(=O)n3ccccc3nc21,8.1
O=C(Cn1c(=O)oc2ccccc21)c1ccccc1,1.9
CCCn1cc(SCC(=O)NCc2ccco2)c2ccccc21,13.2
CCC(=O)Nc1nonc1-c1nc2ccccc2n1CC(C)C,-49.7
O=C(Cc1cccs1)Nn1c(Cc2cccs2)nc2ccccc2c1=O,-18.1
COc1ccc(CN2CCN(C)CC2)cc1OCc1ccccc1,-2.0
O=C(COC(=O)c1ccc(Br)o1)NCCCc1ccccc1,21.5
Cc1ccc(C)c2[nH]c(=O)c(C(c3nnnn3Cc3ccco3)N3CCc4ccccc4C3)cc12 (stereo unspecified),12.9
O=C(Nc1cccc(OC(F)(F)F)c1)c1ccc(Br)o1,-11.9
Nc1nnnn1/N=C/c1ccccc1OCc1ccc(Cl)cc1Cl,-136.4

# Filtered by structure, the entries above containing an NH in an aromatic ring.
SMILES,GBA activity up
O=c1[nH]c(CSc2nnc(COc3ccccc3)n2-c2ccccc2)nc2ccccc12,-3.2
O=C(CSc1ncn[nH]1)c1ccc2c(c1)OCCO2,-3.4
COc1ccc2[nH]c(=O)c(CN(Cc3ccco3)Cc3nnnn3Cc3ccccc3)cc2c1,-39.7
Cc1cccc(N2CCN(C(=O)C3CCCN(S(=O)(=O)c4cnc[nH]4)C3)CC2C)c1 (stereo unspecified),-56.0
CCN(Cc1cc2cc(C)ccc2[nH]c1=O)S(=O)(=O)c1ccccc1,-14.2
Cc1ccc(C)c2[nH]c(=O)c(C(c3nnnn3Cc3ccco3)N3CCc4ccccc4C3)cc12 (stereo unspecified),12.9

# (listing goes on)
SMILES,GBA activity up
Cc1nnc(SCC(=O)N2CCC(C(=O)Nc3nccs3)CC2)n1Cc1ccccc1,-18.4
CN(C)c1ccc(C2C=C(c3ccc(Cl)cc3OC(F)F)Nc3ncnn32)cc1 (stereo unspecified),-21.9
CCC(C)Nc1nc(OCC(F)(F)F)nc(OCC(F)(F)F)n1 (stereo unspecified),-20.8
Cc1ccc2c(c1)cc(CN(Cc1ccco1)C(=O)COc1ccccc1)c1nnnn12,-21.3
Brc1ccc(-c2cnc(-c3cccs3)o2)cc1,8.6
O=C(CC1Nc2ccccc2NC1=O)NCC1COc2ccccc2O1 (stereo unspecified),-15.2
Cc1cc(C)c(O)c(-c2cc(C(=O)Nc3ccc(S(=O)(=O)N4CCOCC4)cc3)[nH]n2)c1,-5.2
CC(=O)NC(C)(C)C1CC=C(C)/C(=N\O)C1 (stereo unspecified),-30.1
CC(=O)Nc1ccc(S(=O)(=O)NCc2csc(-c3cccnc3)n2)cc1,-2.9
COc1ccc(Cc2nnc(SCc3nc4ccccc4c(=O)[nH]3)n2C)cc1,-31.1
Nc1ncnc2nc(SCC(=O)N3CCN(c4ccccc4)CC3)[nH]c12,7.5
CC(C)(C)c1cc(C(=S)N2CCN(CCO)CC2)cc(C(C)(C)C)c1O,-1.5
COc1ccc(-c2cc(C(F)(F)F)n3nc(C(=O)O)nc3n2)cc1,7.6
Cc1ccc2cc3cc(C(=O)NCCN4CCOCC4)oc3nc2c1,7.5
CC12C(=O)N(n3cnnc3)C(=O)C1C1C=CC2C1 (stereo unspecified),-8.4
CCOC(=O)C1CCCN(C(=O)CCn2nc(-c3ccccc3)ccc2=O)C1 (stereo unspecified),8.8
O=C(c1ccco1)N1C2C=CC(C2)C1(C(F)(F)F)C(F)(F)F (stereo unspecified),-34.3
CCCn1c(SCCN2C(=O)c3ccccc3C2=O)n[nH]c1=O,-0.2
CN1CC[n+]2c(CN3C(=O)c4ccccc4C3=O)csc21,0.0
Cc1ccccc1NC(=O)CN(c1ccc(F)cc1)S(C)(=O)=O,47.2
c1ccc(-c2oc3ncnc(NCCCN4CCOCC4)c3c2-c2ccccc2)cc1,22.4
O=C(c1cccc(C(=O)N2CCN(Cc3ccccc3)CC2)c1)N1CCN(Cc2ccccc2)CC1,-28.5
O=C(Nc1c2c(nn1-c1ccc(F)cc1)CS(=O)C2)C12CC3CC(CC(C3)C1)C2 (stereo unspecified),-13.9
O=C(CCc1nc(-c2ccccc2F)no1)NC1CCCCC1,-8.0
COc1ccc(CNC(=O)CN(C(=O)CCC(=O)Nc2ccccn2)c2ccccc2OC)cc1,-5.3

# Exported with each value named: part of the list above.
N#Cc1c(/N=C/c2cccs2)sc2c1CCC2
  GBA activity up: -41.9
C=CCNS(=O)(=O)c1ccc(OCC(=O)OCC)cc1
  GBA activity up: 3.3
CCOC(=O)c1c(C)n(CCO)c2ccc(O)cc12
  GBA activity up: 3.7

# An excerpt from above in order of heavy-atom count, descending:
SMILES,GBA activity up
Cc1nnc(SCC(=O)N2CCC(C(=O)Nc3nccs3)CC2)n1Cc1ccccc1,-18.4
Nc1ncnc2nc(SCC(=O)N3CCN(c4ccccc4)CC3)[nH]c12,7.5
COc1ccc(-c2cc(C(F)(F)F)n3nc(C(=O)O)nc3n2)cc1,7.6

# Other entries follow.
SMILES,GBA activity up
COc1ccc(N2CCN(CCCNC(=O)c3cc4sccc4n3C)CC2)cc1,-42.8
Cn1c(=O)c2c(nc(Br)n2C)n(C)c1=O,4.5
CCn1c(SCC(=O)NCCOC)nc2sc3c(c2c1=O)CCCC3,-16.2
Cc1cc(C(=O)Nc2nc3c(s2)CCCC3)no1,-6.1
Cc1ccc(NC(=O)C2CCCN2S(=O)(=O)c2ccc(F)cc2)c(C)c1 (stereo unspecified),0.1
CCCCN(C(=O)NC(=O)Nc1ccccc1OCC)S(C)(=O)=O,0.7
O=C(Nc1cccc2c1CCCC2)C1CCN(C(=O)NC2CCCCC2)CC1,-41.0
